TEAD-YAP block – TEAD-YAP interaction inhibition; HEK-TIYL cells, TEAD-Gal4/YAP UAS-luciferase luminescence; inhibition, % at 9.12 µM; actives 1.4% (n = 640,000); AID 1259422; in the data active means inhibition above about 32%;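 further: 0% = median of test compound wells and 100% = reference inhibitor wells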
FBW7 activator – human FBW7 E3 ligase activation, primary screen; actives 0.13% (n = 650,000); normalized activity (activation), % at 26.1 µM; AlphaScreen FBW7–phospho-cyclin E peptide binding, activator screen; in the data active means normalized activity above about 1.9%;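 further: purified mutant Fbw7 with reduced substrate affinity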
Target sequence (Q969H0 whole entry, looked up): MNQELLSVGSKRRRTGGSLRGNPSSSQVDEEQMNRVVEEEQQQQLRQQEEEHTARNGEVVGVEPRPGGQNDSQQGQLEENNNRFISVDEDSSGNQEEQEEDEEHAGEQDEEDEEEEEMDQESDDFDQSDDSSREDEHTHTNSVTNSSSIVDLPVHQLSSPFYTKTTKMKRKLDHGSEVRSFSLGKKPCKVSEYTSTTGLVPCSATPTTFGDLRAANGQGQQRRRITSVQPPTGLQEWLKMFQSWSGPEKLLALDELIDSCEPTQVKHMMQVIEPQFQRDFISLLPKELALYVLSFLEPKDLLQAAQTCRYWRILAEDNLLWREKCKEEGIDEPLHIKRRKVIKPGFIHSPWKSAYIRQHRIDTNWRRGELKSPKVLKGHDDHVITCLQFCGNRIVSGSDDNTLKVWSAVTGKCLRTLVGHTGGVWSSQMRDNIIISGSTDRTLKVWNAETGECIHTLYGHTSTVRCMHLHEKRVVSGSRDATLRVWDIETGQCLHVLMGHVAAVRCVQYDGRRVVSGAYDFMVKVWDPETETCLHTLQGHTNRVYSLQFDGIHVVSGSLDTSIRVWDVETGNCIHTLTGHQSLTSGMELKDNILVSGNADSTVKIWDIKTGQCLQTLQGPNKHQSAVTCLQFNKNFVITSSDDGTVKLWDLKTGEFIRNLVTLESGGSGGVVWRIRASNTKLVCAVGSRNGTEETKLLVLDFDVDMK
GPR151 activ – human GPR151 activation; Q8TDV0; PathHunter beta-arrestin GPR151 cells, luminescence; activation, % at 11.2 µM; actives 1% (n = 650,000); in the data active means activation above about 4.9%;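 further: 0% = median of compound wells and 100% = cells with positive control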
Target sequence (Q8TDV0 whole entry, looked up): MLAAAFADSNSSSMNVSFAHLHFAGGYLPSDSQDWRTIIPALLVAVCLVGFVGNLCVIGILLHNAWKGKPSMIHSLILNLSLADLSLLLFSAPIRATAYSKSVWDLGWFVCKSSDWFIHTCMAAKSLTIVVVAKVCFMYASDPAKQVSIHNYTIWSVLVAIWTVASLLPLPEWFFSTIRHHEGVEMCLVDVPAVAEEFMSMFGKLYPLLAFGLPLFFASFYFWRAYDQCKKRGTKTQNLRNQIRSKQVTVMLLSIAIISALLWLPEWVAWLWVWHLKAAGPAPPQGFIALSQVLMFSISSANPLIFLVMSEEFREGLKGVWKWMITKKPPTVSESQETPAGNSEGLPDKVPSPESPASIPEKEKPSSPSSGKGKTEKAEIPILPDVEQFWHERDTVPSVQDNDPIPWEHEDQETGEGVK
MITF inh – blocks human microphthalmia-associated transcription factor; AlphaScreen MITF homodimerization, bead proximity signal; actives 0.91% (n = 650,000); inhibition, % at 2.6 µM; O75030; in the data active means inhibition above about 50%;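 further: 0% = vehicle wells with protein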
Numbers without * were called inactive; & = joins results of further samples; ! = repeats disagree. Compounds as they come (roughly 3.4% active in at least one column).

SMILES	TEAD-YAP block	FBW7 activator	GPR151 activ	MITF inh
NC(=O)c1ccc(Nc2nccc(-c3ccccc3)n2)cc1	23	0.8	-3.7	-12
C=C1C(=O)O[C@@H]2[C@H]3O[C@]3(C)CCC=C(C)CC[C@@H]12	-4&-5&-3	-0.2&-0.1&-0.1&-0.1	-1.2&3.6&0.5&-1.1	-3&-2&-5&2
Cc1cc(C(=O)O/N=C(\N)c2ccc(I)cc2)ccc1[N+](=O)[O-]	-2	0.0	0.4	12
CC(=O)Nc1ccc(Nc2cc(NCc3cccnc3)ncn2)cc1	-12	-0.1	1.8	-9
O=C(Nc1cccc(Cl)c1Cl)c1cc(S(=O)(=O)N2CCCCCC2)ccc1F	-6	0.1	-2.7	0
CC1CCN(S(=O)(=O)c2ccc3[nH]c4c(c3c2)CCCC4)CC1	-1	0.1	1.9	-4
Cc1ccccc1-n1c(-c2ccc(=O)[nH]n2)n[nH]c1=S	8	0.2	-0.7	0
O=C(NCC1CCC2(CCN(C/C=C/c3ccccc3)CC2)O1)c1ccco1 (centres undefined)	-12	-0.3	0.3	4
CCN(CC)c1ncnc2sc(C(=O)NCc3ccccc3OC)c(C)c12	-2	-0.1	-0.8	-12
CC(=O)C1=C(C)NC(C)=C(C(C)=O)C1c1ccccc1OC(F)F	5	-0.2	0.1	4
Cc1ccc(NC2OC(CO)C(O)C2O)cc1[N+](=O)[O-] (centres undefined)	5	-0.1	1.0	8
COc1ccccc1NC(=O)c1ccc(Oc2ccc(C(=O)Nc3ccccc3OC)cc2)cc1	-8	0.2	-1.3	-5
Cc1c(C=O)c(=O)n(-c2ccccc2)n1-c1ccccc1	13	0.3	-0.4	9
COc1ccc(C(=O)NNC(=O)CN2CCC(n3nnc4cc(F)ccc43)CC2)cc1	-17	-0.3	0.0	-8
CCCn1c(C(O)c2ccc(OC)cc2)nc2ccccc21 (centres undefined)	4	0.1	0.4	-9
CCn1cc(C(=O)N2CCCCC2)c(=O)c2cc(S(=O)(=O)N3CCCC3)ccc21	-3	0.3	0.1	-3
O=C(NCc1ccccn1)Nc1ccccc1	-26	0.0	-0.7	8
COc1cc(-c2nc3ncccn3c2Nc2ccc3c(c2)OCO3)ccc1O	7	0.1	-1.9	17
O=C(Nc1cccc(F)c1)c1cc(S(=O)(=O)N2CCOCC2)cs1	-3	-0.1	0.8	-1
COc1ccc(C(=O)NCc2n[nH]c(=S)n2-c2ccccc2)c(OC)c1	-2	-0.1	0.0	-4
Cc1ccc(C)c(NCc2c(O)c(Br)cc3oc4c(c23)CCCC4)c1	-3	0.1	0.5	2
C=CCn1c2cc(C)sc2c2cnn(C(C)C(=O)OCC)c(=O)c21 (centres undefined)	-2	0.1	3.5	14
Cc1cnc(-c2ccc(N3CCOCC3)nc2)nc1Nc1ccc(N2CCOCC2)cc1	-18	-0.1	-1.9	3
CCc1ccccc1-n1c(SCC(=O)Nc2cc(OC)ccc2OC)nc2n[nH]c(C)c2c1=N	-4	-0.1	-0.3	-2
Cc1ccc([N+](=O)[O-])cc1S(=O)(=O)n1nnc2ccccc21	4	0.1	-1.4	-2
NC(=O)c1cc(Cc2ccccc2)sc1NC(=O)c1ccc(Cl)s1	-7	0.2	-0.5	2
C=CCOc1cccc(C(=O)NCCOC)c1	4	0.2	-0.5	6
Cc1cc(OCCN2CCOCC2)ccc1C(C)C	-39	0.2	-1.9	59*
CCOc1ccc(CN2CCc3nnc(CCNC(=O)C4CCC4)n3CC2)cc1	-7	-0.1	0.4	-11
Cc1ccccc1Cn1cc(SCC(=O)N2CCCCCC2)c2ccccc21	-10	-0.1	-1.3	3
CC(=O)Oc1cc(C)c(C)cc1C(O)(C(F)(F)F)C(F)(F)F	-3	0.0	-1.3	-2
C=CCN1C(=O)/C(=C/C=C/c2ccccc2)S/C1=N\c1nnc(CC)s1	-10	0.0	-0.3	-2
Nc1cc(C(=O)NC2CCCCC2)ccc1C(=O)NC1CCCCC1	3	0.0	-0.5	-7
CCSC(=N)N	12	0.1&0.1	7.1*!	-5&12&6
Cc1ccc(Cl)cc1Nc1nnc(-c2cc3c(CO)cnc(C)c3oc2=O)s1	-1	0.0	0.2	13
CCOC(=O)C(=N\O)/C(C)=N/NC(=O)CC#N	-6	-0.1	-0.9	71*
CCN1CCN(c2ncc(C(=O)Nc3c(F)cc(F)cc3Br)c3ccccc23)CC1	-3	-0.1	-0.8	17
COc1ccc(C(=O)Nc2nnc(CCS(=O)(=O)c3ccc4ccccc4c3)s2)cc1OC	0	0.0	-0.2	-5
COCCCNCCCOc1ccc(Br)cc1C	-4	0.1	0.3	37
CC1CCN(C(=O)/C(=C\c2ccc(Cl)cc2)NC(=O)c2ccccc2)CC1	-3	-0.1	0.1	-2
COc1ccc(Cl)cc1NC(=O)c1c(NCc2sccc2C)sc2c1CCCC2	8	-0.2	-0.8	-4
CC(=O)Nc1cccc(NS(=O)(=O)c2ccccc2[N+](=O)[O-])c1	-9	0.1	-0.2	-9
O=C1OC(c2cc([N+](=O)[O-])ccc2Cl)=N/C1=C\c1cccc(Cl)c1Cl	8	0.1	0.4	-1
O=C(NCCCc1cccnc1)c1ccc(-n2cc(NC(=O)C3CCOC3)cn2)cc1 (centres undefined)	32*	0.2	-1.0	16
O=C(c1ccco1)c1nccn1-c1ccc(Cl)nn1	10	0.4	-0.9	13

Compounds from the list above that have an aryl thioether with sulfur outside any ring:
SMILES	TEAD-YAP block	FBW7 activator	GPR151 activ	MITF inh
CCc1ccccc1-n1c(SCC(=O)Nc2cc(OC)ccc2OC)nc2n[nH]c(C)c2c1=N	-4	-0.1	-0.3	-2
Cc1ccccc1Cn1cc(SCC(=O)N2CCCCCC2)c2ccccc21	-10	-0.1	-1.3	3

(cont.)
SMILES	TEAD-YAP block	FBW7 activator	GPR151 activ	MITF inh
CCOc1ccc2[nH]c(=O)c(CN(CCCO)C(C)c3nnnn3C(C)(C)C)cc2c1 (centres undefined)	6	0.2	-0.4	1
CC(=O)Oc1ccc2c(=O)c(Oc3ccccc3)coc2c1C	-59	0.5	-5.1	5
CC(=O)N1CCC(N(Cc2ccc(C(F)(F)F)nc2)C2CC2)CC1	-5	-0.2	-1.1	2
CCOC(=O)/C(C#N)=N/Nc1cc(C)ccc1C	-6	-0.3	1.8	0
O=S(=O)(NCC1CCCN(C2CCCCC2)C1)c1cccc2cccnc12 (centres undefined)	4	-0.1	2.6	7
CCC(=O)N1CCc2cc(S(=O)(=O)CCC(=O)NC3CCCCC3C)ccc21 (centres undefined)	3	0.1	-0.4	-2
Cc1[nH]n(-c2ccccc2)c(=O)c1C=Nc1cc([N+](=O)[O-])ccc1O	-6	0.0	1.5	-1
Cc1c(Cl)cccc1NC(=O)C(Cl)C(C)Cl (centres undefined)	-2	0.0	-0.4	11
OCCNCCOCCOc1cc(Cl)ccc1Cl	-3	0.2	0.3	-4
COc1ccccc1C(NC(=O)C1CCN(C(=O)C(C)(C)C)CC1)c1ccccn1 (centres undefined)	2	0.1	0.7	16
CC(=O)c1ccc(NC(=O)CSc2nc(-c3ccccc3)cs2)cc1	-16	0.1	-8.2	6
N#CCOC(=O)c1cccc2ccccc12	-7	0.0	-0.8	-6
O=C(CNC(=O)Cc1ccccc1)NCCCc1ccccc1	0	-0.1	0.2	-3
O=C(Nc1ccnn1C1CCN(C2CCSCC2)CC1)C1CCOC1 (centres undefined)	-6	0.0	-0.5	4
CC(C)(C)C(=O)N1CCN(c2ccc([N+](=O)[O-])c(N3CCOCC3)c2)CC1	14	0.1	-0.9	14
O=C(NC(=S)NCc1cccnc1)C1CCCCC1	2	-0.1	-0.3	3
COc1ccc(CNC(=O)Cn2cnc([N+](=O)[O-])n2)cc1	2	-0.1	-1.3	-11
CC(C)c1ccc(NC(=O)C(NS(=O)(=O)c2ccc3c(c2)oc(=O)n3C)C(C)C)cc1 (centres undefined)	-5	0.1	-0.4	-3
O=C1CCN(C(=O)/C(F)=C/c2ccccc2)CCN1Cc1ccccc1F	6	-0.1	-0.7	0
C=CCO[C@H]1[C@H](NC(=O)COC)c2ccccc2C12CCN(C(=O)C1=CCCCC1)CC2	-9	0.3	-0.1	10
CCOC(=O)c1cnc2ccc(OCC)cc2c1Nc1cc(Cl)c(OC)cc1OC	-22	0.1	1.5	12
Cc1ccc(CNc2ccc3ncc(-c4ccc(CO)cc4)n3n2)c(C)c1	-1	0.1	1.9	5
CCCNC(=O)c1ccc2nc(Nc3ccc(-n4ccnc4)cc3)sc2c1	20	-0.1	0.0	-3
Cc1cc(C)c2c(=O)[nH]c(SCC(=O)Nc3ccc(Br)cc3)nc2n1	25	0.1	1.8	-1
CCOC(=O)Cn1c(=O)c2c(nc3n(Cc4ccc(OC)cc4)c(C)cn23)n(C)c1=O	12	-0.2	1.2	9
CCOc1ccc(C(=O)C2CCN(CC(=O)NCCOC)CC2)cc1	2	0.2	-0.8	10
COc1ccc(NC(=O)CSc2nnc(CNC(=O)c3ccc(S(=O)(=O)N4CCOCC4)cc3)n2-c2ccccc2OC)cc1	-7	-0.2	0.7	-11
CCOC(=O)C1CCN(CC(O)COCc2ccc(Cl)cc2)CC1 (centres undefined)	-5	0.8	-0.8	-15
CC(C)(C)c1ccc(/C=N/NC(=O)C(=O)NCC2CCCO2)cc1 (centres undefined)	-4	-0.1	-0.1	-9
O=C1C=C(NCc2ccc(Cl)c(Cl)c2)C2(CCCCC2)O1	23	0.6	0.8	5
COc1ccc(N2CCN(C(=O)CCN3C(=O)c4cccc5cccc(c45)C3=O)CC2)cc1	6	0.1	0.3	-167
CCCCCCOc1ccc(N2C(=O)CC(N3CCN(c4ncccn4)CC3)C2=O)cc1 (centres undefined)	5	0.1	0.2	15
COc1ccccc1N1C(=O)S/C(=C\c2cccs2)C1=O	-1	0.1	1.0	8
CN(c1ccccc1)S(=O)(=O)c1ccc(C(=O)Nc2sc3c(c2C(N)=O)CCC3)cc1	-9	0.1	-0.6	29
CCc1cccc(OCCCNC(C)CC)c1 (centres undefined)	12	0.3	-0.9	82*
OCc1cccc(OCc2ccc(Br)cc2)c1	-46	0.0	-1.1	2
COc1ccc(OC)c(N2C(=O)C3C4CC(=O)C(c5ccccc54)C3C2=O)c1 (centres undefined)	9	0.1	1.6	23
O=C(NCCNCc1ccco1)c1ccco1	-11	0.1	0.4	25
CCc1ccc(N2CC(C(=O)OCc3ccc([N+](=O)[O-])cc3)CC2=O)cc1 (centres undefined)	-4	-0.1	-1.0	4
CS(=O)(=O)N1CCN=C1SCc1ccccc1Cl	-6	-0.2	-0.9	-9
O=C1CC(N2CCN(c3ccccn3)CC2)C(=O)N1c1ccccc1F (centres undefined)	7	-0.1	0.0	-4
COC(=O)C1=C(C)c2oc(N)nc2C1c1ccccc1 (centres undefined)	12	-0.1	-1.1	-2
Cc1ccc(C)c(NC(=O)CSc2nnc3ccccn23)c1	-2	-0.1	1.9	0
Cc1ccccc1-n1c(SCC(N)=O)nc(O)cc1=O	6	0.0	-1.1	-16
CCCCc1nc(-c2ccncc2)no1	8	-0.1	-1.3	0

In the list so far, these have bromine.
SMILES	TEAD-YAP block	FBW7 activator	GPR151 activ	MITF inh
Cc1ccc(C)c(NCc2c(O)c(Br)cc3oc4c(c23)CCCC4)c1	-3	0.1	0.5	2
CCN1CCN(c2ncc(C(=O)Nc3c(F)cc(F)cc3Br)c3ccccc23)CC1	-3	-0.1	-0.8	17
COCCCNCCCOc1ccc(Br)cc1C	-4	0.1	0.3	37
Cc1cc(C)c2c(=O)[nH]c(SCC(=O)Nc3ccc(Br)cc3)nc2n1	25	0.1	1.8	-1
OCc1cccc(OCc2ccc(Br)cc2)c1	-46	0.0	-1.1	2

(cont.)
SMILES	TEAD-YAP block	FBW7 activator	GPR151 activ	MITF inh
COc1ccc(/C=N/NC(=O)c2ccc(N(C)S(=O)(=O)c3ccccc3)cc2)cc1	3	0.1	0.8	-13
COc1ccccc1NC(=O)c1cc(S(=O)(=O)NCc2ccccc2Cl)ccc1F	0	0.3	4.8	11
O=C(Nc1ccc(N2CCOCC2)c(NC(=O)C2CCCCC2)c1)C1CCCCC1	-5	0.0	1.5	5
COc1ccc(NC(=S)N2CCC(N(C)CCN3CCOCC3)CC2)cc1Cl	1	0.0	-1.0	0
COc1ccccc1C(c1nnnn1C1CCCCC1)N1CCC(C(N)=O)CC1 (centres undefined)	-9	0.0	-0.2	-2
Cc1nc(C(Cl)(Cl)Cl)nc2[nH]ccc(=O)c12	19	0.2	0.4	23
COc1ccc(NC(=O)C(CC(=O)O)Cc2ccc(C)cc2)cc1 (centres undefined)	19	0.0	1.5	8
CC1=CC(C)(C)N(C(=O)CSc2nc3ccccc3[nH]2)c2cc(C)c(C)cc21	-5	-0.1	-0.5	-11
NC(=O)N[C@@H](Cc1ccccc1)C(=O)OCCOc1ccc(F)cc1	4	0.1	0.6	3
CC(C)(C)NCC(=O)c1c[nH]c2ccccc12	-8	0.1	-0.3	7
COc1ccc(OC)c(C(=O)COC(=O)c2cc(C)oc2C)c1	-8	-0.2	13*	-3
COc1ccc(CCNc2nc(Nc3ccc4ncccc4c3)nc3c2ncn3-c2ccsc2)cc1	30	0.4	0.5	-4
O=C(Nc1ccccc1O)c1ccc(Cl)c([N+](=O)[O-])c1	-3	-0.2	1.8	0
COc1ccc(CCNC(=O)CCCCCn2c(=S)[nH]c3ccccc3c2=O)cc1OC	10	0.3	0.3	18

Compound profiles, as listed above.
Listed for `COc1ccc(CCNc2nc(Nc3ccc4ncccc4c3)nc3c2ncn3-c2ccsc2)cc1` → TEAD-YAP block: 30; FBW7 activator: 0.4; GPR151 activ: 0.5; MITF inh: -4
Listed for `CC(C)(C)NCC(=O)c1c[nH]c2ccccc12` → TEAD-YAP block: -8; FBW7 activator: 0.1; GPR151 activ: -0.3; MITF inh: 7

Bioassay records as filed in PubChem.
